Screening data from PubChem.
MsrA inhibitor: inhibitors of bovine MsrA. purified bovine MsrA, absorbance read-out. inhibition, % at 15.5 µM. actives 0.75% (n = 360,000). AID 651718; in the data active means inhibition above about 4.5%;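 further: 0% = vehicle wells with enzyme and 100% = reference inhibitor wells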
NadD block: inhibitors of Staphylococcus aureus NadD; actives 0.78% (n = 360,000); AID 602399; inhibition, % at 20 µM; purified NadD enzyme, colorimetric absorbance read-out; in the data active means inhibition above about 26%; further: some compounds past the cut are filed as inactive
Rpn11 inh: inhibitors of human proteasome Rpn11. O00487. human 26S proteasome, Ub4-pepOG fluorescence polarization; 20S core pre-blocked with epoxomicin. calls only at 20 µM. actives 0.59% (n = 360,000). AID 588493;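 active means inhibition at 20 µM, scaled to each plate's controls, above about 33%, limit read from the data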
DNMT1 inh: DNMT1 (human) enzyme inhibition | P26358 | DNMT1 molecular beacon, Hinp1I cleavage, fluorescence | inhibition (reported as % activation of signal), % at 10 µM | actives 0.83% (n = 360,000) | AID 588458; in the data active means inhibition above about 50%
SUMO1 PPI mod: modulators of human SUMO1-mediated protein-protein interactions; P63165; SUMO1 binding to a labelled peptide, TR-FRET, 1 h; inhibition, % at 20 µM; actives 0.33% (n = 360,000); in the data active means inhibition above about 37%
Target sequence (P63165 whole entry, looked up): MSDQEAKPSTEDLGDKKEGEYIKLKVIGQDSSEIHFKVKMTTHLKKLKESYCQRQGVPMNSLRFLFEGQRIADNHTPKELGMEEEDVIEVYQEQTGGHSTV
LMPTP block: blocks human LMPTP phosphatase; recombinant LMPTP-A, OMFP fluorogenic substrate, fluorescence intensity; inhibition, % at 20 µM; actives 0.22% (n = 360,000);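 active means compounds that cut the enzyme signal by at least half of the control window in the single-dose screen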;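 further: plate controls were DMSO wells with enzyme plus substrate for no effect and substrate without enzyme for full effect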
Target sequence (P24666 whole entry, looked up): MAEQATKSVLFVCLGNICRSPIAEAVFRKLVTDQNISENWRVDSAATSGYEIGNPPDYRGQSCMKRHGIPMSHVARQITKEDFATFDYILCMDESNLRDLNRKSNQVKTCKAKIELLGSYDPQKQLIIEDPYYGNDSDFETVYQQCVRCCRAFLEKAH
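Assay system: LMPTP-A enzyme. Input: 0.625 nM LMPTP-A final. Probe or stimulus: 400 µM OMFP. Compound dosing: single 20 µM dose. Schedule: 50 min dark incubation at room temperature. Detection: fluorescence intensity of OMFP turnover product. Read-out: percent inhibition versus substrate-only and uninhibited controls. Benchmarks: no-enzyme low control, uninhibited high control.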
TbMetRS inhib: blocks T. brucei methionyl-tRNA synthetase activity. purified T. brucei MetRS, ATP depletion, Kinase-Glo luminescence. inhibition, % at 11.9 µM. actives 0.4% (n = 360,000);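 active means inhibition above a per-plate cutoff of the control wells' mean inhibition plus 3 SD, cut at about 5.5% in these data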;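 further: 0% = DMSO wells median and 100% = median of wells with control inhibitor compound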
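Test system – parasite MetRS enzyme · Reagent – substrates ATP, L-methionine and bulk Escherichia coli tRNA · Doses – 11.9 µM compound single dose, 0.9% DMSO · Times – 15 min enzyme-compound preincubation, 2 h reaction, 10 min detection, 25 °C · Signal – Kinase-Glo luminescence, ATP depletion format · Controls – DMSO-only wells as low control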
STEP block: blocks human striatal-enriched tyrosine phosphatase; P54829; recombinant STEP, OMFP fluorogenic substrate, fluorescence; inhibition, % at 20 µM; actives 0.25% (n = 360,000); AID 588621;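 active means inhibition at 20 µM, scaled per plate between control wells, above about 37%, limit read from the data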;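 further: 0% = DMSO with enzyme and substrate and 100% = substrate only without enzyme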
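Test system: STEP tyrosine phosphatase / Reagent: OMFP at 25 µM / Doses: 20 µM, 1% DMSO / Read-out: percent inhibition scaled to no-enzyme and uninhibited-enzyme controls, plate-pattern corrected / Detection: FITC-channel fluorescence of OMFP product / Medium: Bis-Tris buffer pH 6.0, 2.5 mM DTT, 0.005% Tween 20 / Schedule: 20 min at room temperature, dark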
CSN inh: inhibitors of human CSN-mediated cullin deneddylation; Purified CSN, SCF-Nedd8-OG deneddylation, fluorescence polarization; inhibition, % at 12.5 µM; Q92905; actives 0.38% (n = 360,000); AID 651999;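 active means pattern-corrected inhibition above about 35%, with an unprinted fluorescence ratio check between 0.5 and 1.5, limit read from the data, passing the limit was not always enough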;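 further: 0% = enzyme with substrate and 100% = substrate without enzyme; some results filed as inactive read as strong as hits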
Target sequence (Q92905 whole entry, looked up, one chain of several): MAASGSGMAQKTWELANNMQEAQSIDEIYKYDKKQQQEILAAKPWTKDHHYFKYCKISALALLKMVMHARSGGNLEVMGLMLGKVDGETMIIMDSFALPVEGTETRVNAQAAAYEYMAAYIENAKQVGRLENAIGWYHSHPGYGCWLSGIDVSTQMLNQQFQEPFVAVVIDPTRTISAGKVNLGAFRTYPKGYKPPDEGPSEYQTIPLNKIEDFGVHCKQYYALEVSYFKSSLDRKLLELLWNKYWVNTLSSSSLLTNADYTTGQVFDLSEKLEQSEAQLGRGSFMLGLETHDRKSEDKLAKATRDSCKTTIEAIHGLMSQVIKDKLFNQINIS
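test system = HEK293T-derived human Csn5 enzyme | amount = 0.24 nM Csn5 enzyme, final concentration | medium = Tris/NaCl/DTT buffer, pH 7.5 | schedule = 90 min reaction at room temperature | signal = FP | evaluation = inhibition of Csn5 cleavage, % | compound dosing = single dose of 12.5 µM compound with 0.25% DMSO | probe or stimulus = 10 nM SCFSkp2-Nedd8OG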
Scp-1 inhibitor: inhibitors of human Scp-1 phosphatase; Recombinant Scp1, phosphopeptide, malachite green phosphate absorbance; inhibition, % at 20 µM; actives 0.88% (n = 340,000);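 active means inhibition above about 50% at 20 µM, limit read from the data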;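 further: plate controls were DMSO wells with enzyme for no effect and wells lacking enzyme for full effect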
Target sequence (Q9GZU7 76-261 limits assumed): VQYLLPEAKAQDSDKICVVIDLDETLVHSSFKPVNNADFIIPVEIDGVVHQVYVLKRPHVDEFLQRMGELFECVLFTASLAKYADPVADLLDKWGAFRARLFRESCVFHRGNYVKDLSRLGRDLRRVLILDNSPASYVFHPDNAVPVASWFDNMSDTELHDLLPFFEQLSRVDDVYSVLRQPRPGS
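Material – SCP-1 phosphatase catalytic domain, residues 76-261 · Buffer or medium – Acidic Tris acetate buffer with magnesium and detergent · Also added – Phospho 17-mer peptide substrate · Compound – single 20 µM dose, 1% DMSO · Times – 45 min room-temperature reaction, 5 min colour, 30 min stabiliser · Technique – Phosphate-binding colour reagent, absorbance read at 630 nm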
Numbers without * were called inactive; i = inactive; . = not tested or not shown; & = joins results of further samples.

SMILES	MsrA inhibitor	NadD block	Rpn11 inh	DNMT1 inh	SUMO1 PPI mod	LMPTP block	TbMetRS inhib	STEP block	CSN inh	Scp-1 inhibitor
COc1ccc(C(O)c2nc(-c3ccc(OC)c(OC)c3)cs2)cc1 (configuration not stated)	-0.1	2	i	-3	-4	0.6	-0.2	-2	2	.
CNc1nc(OCC(F)(F)F)nc(N2CCOCC2)n1	0.7	-3	i	2	3	-2.1	-1.4	-2	0	-12
Cc1cccc(N2C(=O)C3CCC(c4ccccc4)CC3C2=O)c1 (configuration not stated)	-0.1	-8	i	2	-5	-0.9	-0.6	0	-4	-10
COc1ccc(OC)c(C2CC(=O)C(C)C(c3cc(OC)ccc3OC)N2)c1 (configuration not stated)	0.6	2	i	2	-2	-0.6	-0.5	-2	-3	1
CCOc1ccc(CCNC(=O)CN2C(=O)NC(CCSC)C2=O)cc1OCC (configuration not stated)	-0.9	3	i	0	1	-2.7	-0.8	-5	3	-2
COCCn1nc2cc(C(=O)NCc3cc(C(F)(F)F)cc(C(F)(F)F)c3)ccc2c1OC	-1.3	-8	i	8	-7	-0.2	-0.2	-1	2	4
COc1ccccc1C(=O)NC(=O)COC(=O)c1nc2nc(C)cc(C)n2n1	0.6	5	i	0	8	-0.8	-0.4	1	0	-6
COc1ccc(Br)c(C(=O)OCC(=O)NC(=O)NC2CCCC2)c1	-1.1	-8	i	-7	9	1.6	0.0	3	2	-8
COc1cc(/C=C/C(=O)OCC(=O)N2CCN(S(=O)(=O)c3ccc(C)cc3C)CC2)ccc1O	1.4	8	i	14	-8	0.7	-0.5	2	-6	29
Cc1oc(-c2ccccc2)nc1C(=O)O	1.0	-2	i	5	4	-0.2	-1.2	0	-10	11
C#CCOCCOCCOCCNc1nc(N2CCN(C(=O)[C@H](CCC(=O)O)n3cc(CN)nn3)CC2)nc(N2CCN(C(=O)[C@H](CCCCN)n3cc([C@@H](N)CC(N)=O)nn3)CC2)n1	0.1	1	i	4	-16	-11	-1.1	0	2	-5
O=c1c2ccccc2nc(-c2ccccc2)n1Cc1ccccc1	1.4	0	i	-2	0	0.0	-0.8	-3	8	-2
CCn1cc(Br)c(C(=O)Nc2ccc(OC)cc2)n1	-1.0	-1	i	11	-1	-0.4	-0.6	4	-1	-9
CCC(=O)Nc1ccc(-c2ccc(NC(=O)CC)c(OC)c2)cc1OC	1.4	-1	i	0	0	1.1	-1.1	-1	-6	4
CC(C)[C@H](NS(=O)(=O)c1ccccc1)C(=O)OCc1cc([N+](=O)[O-])cc2c1OCOC2	1.0	-6	i	-3	-18	-1.4	0.2	3	0	-10
O=S(=O)(NC1CCCCC1NCc1ccco1)c1ccccc1 (configuration not stated)	0.3	-4	i	1	-2	-0.6	-0.3	2	1	-3
CC(Oc1ccc2ccc(=O)oc2c1)C(=O)N1CCOCC1 (configuration not stated)	2.8	-2	i	26	2	-1.8	-0.3	-1	-5	-1
CCC(=O)NC(c1ccccc1OC)c1ccc2cccnc2c1O (configuration not stated)	.	3	i	-4	-10	0.0	-0.8	2	0	-4
CC(C)OC(=O)c1ccc(NCc2cc(O)ccc2O)cc1Cl	0.6	0	i	-17	2	2.2	-0.2	-3	-2	-8
CCOc1ccc(-c2cc(C(=O)NCc3ccc(F)cc3)[nH]n2)c(C)c1	-1.2	-2	i	-3	5	1.3	0.0	-2	1	.
CCc1nnc(NS(=O)(=O)c2ccc(N/C=C\C(=O)c3cccc4ccccc34)cc2)s1	3.7	19	i	-8	11	1.7	0.1	2	-1	-4
CCOC(=O)c1ccc(NC(=O)c2nc[nH]c2C(=O)NC[C@@H](C)O)cc1	-0.9	10	i	-2	3	-0.6	-1.0	0	-2	.
O=c1cc(CO)oc(C(Nc2ccccn2)c2ccc(C(F)(F)F)cc2)c1O (configuration not stated)	-0.3	6	i	-1	3	-0.1	-0.1	-1	0	1
COc1ccc(N2C(=O)CC(Sc3nnnn3-c3ccc(F)cc3)C2=O)cc1 (configuration not stated)	1.8	-5	i	-1	-1	-0.5	-0.7	1	1	-6
CC(=O)Nc1cccc(C(=O)OCC(=O)N(c2ccccc2)C2CCS(=O)(=O)C2)c1 (configuration not stated)	-0.5	-9	i	4	-1	-0.2	-0.5	-2	5	1

Going on with the list:
SMILES	MsrA inhibitor	NadD block	Rpn11 inh	DNMT1 inh	SUMO1 PPI mod	LMPTP block	TbMetRS inhib	STEP block	CSN inh	Scp-1 inhibitor
COc1cccc(C(=O)Nc2ccc(-c3nnc(-c4ccco4)o3)cc2)c1	0.4	-7	i	-8	9	2.1	-0.2	-1	-2	1
Cc1cc(OCC(=O)OCC(=O)NC2CCCC2)ccc1Cl	0.0	0	i	4	5	-0.1	-0.1	2	1	-8
OC1CCCN(c2ncnc3c2nnn3Cc2c(F)cccc2Cl)C1 (configuration not stated)	0.4	-6	i	-4	0	-2.3	0.2	-1	2	-5
CCC(C)N(C(=O)CSc1nnc(COc2ccccc2F)n1N)C1CCS(=O)(=O)C1 (configuration not stated)	-0.5	4	i	-15	-74	-9.3	-0.3	-2	-1	-8
COCCCNC(=O)CN(C1CCCCC1)S(=O)(=O)c1ccc(C)cc1	1.0	2	i	-3	1	-0.8	-0.4	0	2	-14
O=C1NC(=O)C2(CCCCC2)N1	0.6	-4	i	4	4	0.5	-0.3	-4	-4	3
CCOC(=O)C1CCN(Cc2cc(=O)n3c(-c4ccccc4)csc3n2)CC1	1.0	1	i	0	1	2.1	-0.4	0	2	4
O=C(c1ccncc1)N1CCCC(N2CCN(c3ccc(F)cc3)CC2)C1 (configuration not stated)	1.5	1	i	4	5	-1.5	0.1	-3	-3	-5
O=C(N1CCCCC1)C12CC3CC(CC(C3)C1)C2	0.3	0	i	1	-1	0.0	0.2	-4	-2	3
O=C(Nc1ncc([N+](=O)[O-])s1)c1cccs1	1.1&1.8	-3&0	i	1&1	-15&-25	1.2&1.0	-2.4&-0.7	1&0	-2&2	-9&-5
Cn1nnnc1SCC(=O)N1CCc2ccccc2C1	-0.3	-1	i	1	-2	-0.5	-0.7	0	-2	-5
O=C(O)C1=CC[C@@H](c2ccc(Cl)cc2)N(S(=O)(=O)c2ccc(Cl)cc2)[C@H]1c1ccccc1	-0.1	-6	i	1	9	0.4	0.2	-2	2	0
COc1ccc(CC(=O)Nc2cc(S(=O)(=O)N3CCOCC3)ccc2N2CCCC2)cc1OC	0.5	-1	i	-3	1	0.7	-0.3	-1	2	-7
Cc1nnc(SCc2ccc(Cl)cc2Cl)[nH]c1=O	1.3	-3	i	2	2	-0.5	1.3	0	1	-11
CN(CC(=O)Nc1ccccc1Cl)C(=O)CSc1nnc(-c2ccco2)n1C	1.1	5	i	4	16	-0.7	-0.1	-2	2	3
CCOc1ccc(-c2c(C(=O)N/N=C(\C)c3cccnc3)nnn2-c2nonc2N)cc1	-0.4	-2	i	12	3	-1.9	-1.1	-3	9	-6
COCCN(CC1CCCN(C2Cc3ccccc3C2)C1)C(=O)CCC(F)(F)F (configuration not stated)	-0.2	-1	i	-5	6	1.1	0.1	1	2	-11
Cc1ccc(-c2cc(C(=O)NCc3cccnc3)no2)cc1	-1.0	-5	i	-4	0	-1.2	0.0	-1	-4	2
Cc1cc(NC(=O)COC(=O)c2cc(S(=O)(=O)N3CCOCC3)ccc2N2CCCCC2)no1	0.1	4	i	0	-2	-0.2	-0.4	-2	1	8
CC(C)[C@H](N)c1cn([C@@H](CO)C(=O)N2CCNCC2)nn1	2.3	-2	i	5	10	-5.9	-0.1	1	-4	2
Cn1cc(-c2csc(C(O)(c3ccccc3)C(F)(F)F)n2)cn1 (configuration not stated)	0.2	-1	i	-1	-2	-0.8	-0.3	-5	-7	.
CC1(C(=O)NS(=O)(=O)c2ccccc2C(F)(F)F)CCN1C(=O)c1cccc(F)c1 (configuration not stated)	-0.7	1	i	4	2	-1.8	-0.2	-1	1	.
COc1ccccc1NC(=S)N(Cc1ccccn1)Cc1ccccc1Cl	0.5	-3	i	1	4	0.3	-0.8	14	-5	1
COc1ccccc1C(=O)OCCNC(=O)Cn1cnc2c1c(=O)n(C)c(=O)n2C	3.1	-5	i	1	-4	-0.5	-0.5	2	6	1
CCOC(=O)NC(=O)C(=CNNc1ncc(C(F)(F)F)cc1Cl)C(=O)NC(=O)OCC	-0.2	-4	i	0	1	-0.9	-0.6	-5	-5	-3

The list goes on:
SMILES	MsrA inhibitor	NadD block	Rpn11 inh	DNMT1 inh	SUMO1 PPI mod	LMPTP block	TbMetRS inhib	STEP block	CSN inh	Scp-1 inhibitor
COc1ccc(/C=C2\SC(=S)N(CCCC(=O)Nc3cc(C)on3)C2=O)cc1OC	1.4	-1	.	-3	-13	0.0	-0.7	-4	14	-7
O=c1c2ccccc2cnn1Cc1n[nH]c(=S)n1-c1ccc(Cl)cc1	-0.6	0	i	2	-1	-4.7	-0.4	3	-11	-1
O=c1c2ccccc2sn1-c1nccs1	0.7	13	i	0	5	0.7	-0.3	0	0	96*
Cc1cccc(N2CC(C(=O)Nc3ccc4c(c3)OCCO4)CC2=O)c1C (configuration not stated)	-0.5	0	i	-2	-1	0.2	-0.4	-3	-1	4
CCOc1cc(-c2noc(-c3ccncc3)n2)cc(Br)c1OC	-1.6	-4	i	-15	-2	-0.9	-0.3	0	2	-5
CC1(C(=O)NS(=O)(=O)c2ccccc2Cl)CCN1C(=O)COc1ccc(Cl)cc1 (configuration not stated)	-0.2	-5	i	2	8	-3.8	-0.2	0	-5	.
O=C(Nc1ccc(F)c(Cl)c1)C1CCN(S(=O)(=O)c2cccnc2)CC1	-1.0	5	i	-6	-3	0.4	-0.6	-2	2	-6
O=C(Nc1ccc2[nH]c(=O)[nH]c2c1)c1c(F)c(F)c(F)c(F)c1F	-0.6	-6	i	2	-3	0.1	0.3	-1	-3	-11

Record cards (already shown):
Shown for O=C(O)C1=CC[C@@H](c2ccc(Cl)cc2)N(S(=O)(=O)c2ccc(Cl)cc2)[C@H]1c1ccccc1 → MsrA inhibitor: -0.1; NadD block: -6; Rpn11 inh: i; DNMT1 inh: 1; SUMO1 PPI mod: 9; LMPTP block: 0.4; TbMetRS inhib: 0.2; STEP block: -2; CSN inh: 2; Scp-1 inhibitor: 0
Shown for CCOc1ccc(-c2cc(C(=O)NCc3ccc(F)cc3)[nH]n2)c(C)c1 → MsrA inhibitor: -1.2; NadD block: -2; Rpn11 inh: i; DNMT1 inh: -3; SUMO1 PPI mod: 5; LMPTP block: 1.3; TbMetRS inhib: 0.0; STEP block: -2; CSN inh: 1; Scp-1 inhibitor: .
